High-throughput results from PubChem BioAssay.
TRPV1 ag – activates the human vanilloid receptor TRPV1. TRPV1-expressing cells, Fluo-8 calcium influx, agonist mode. activation, % at 8.33 µM. hit rate 0.19% among 320,000. AID 540275; in the data active means activation above about 80%; inconclusive means between about 30% and that limit; further: 0% is about no effect
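Cells expressing TRPV1 were dye-loaded with Fluo-8 and read kinetically: 10 s baseline, 3 min after compound (agonist portion), then 2 min after EC20 capsaicin (allosteric enhancer portion). Calcium-bound dye fluorescence at 480/520 nm.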
KCNH2 3.1 inh – blocks the human KCNH2 3.1 channel isoform | U2OS KCNH2 3.1, thallium flux FluxOr; hits give low values | activity change, % (tested at about 1.8 µM) | hit rate 0.95% among 340,000;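 active means maximum activity change below -70%; inconclusive means maximum activity change from -70% to -50%; inactive means maximum activity change above -50%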;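 further: thallium influx rate constant from kinetic fluorescence after stimulation buffer; on the % scale 0 is the no-effect control and ±100 the full control effect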
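Kinetic fluorescence (2 min after stimulation buffer) measures Tl+ influx through KCNH2 3.1 expressed by viral transduction in U2OS cells; the rate constant is normalized against DMSO controls serving as positive and negative references.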
hERG WT inh – blocks the wildtype human KCNH2 potassium channel; Q12809; hit rate 0.37% among 340,000; U2OS, BacMam KCNH2, thallium flux FluxOr; hits give low values; AID 720551; activity change, % at 1.84 µM;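 active means maximum activity change below -70%; inconclusive means maximum activity change between -70% and -50%; inactive means maximum activity change above -50%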; further: on the % scale 0 is the no-effect control and ±100 the full control effect
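U2OS cells were transduced with wild-type KCNH2 virus (2.03 x 10^8 / mL) for 4 h at room temperature, then cultured overnight at 37 C. Thallium flux was read with FluxOr dye. Rate constants were normalized to DMSO controls.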
GALK inh – galactokinase (human) inhibition | P51570 | Purified GALK, Kinase-Glo residual ATP luminescence | Potency, µM (highest dose often 57.5 µM), without a hit: top-dose activity change, negative = inhibition, hits mostly inhibitors | hit rate 0.007% among 270,000 | AID 1868; further: potency means the concentration at half of the fitted maximal effect; on the % scale 0 is the no-effect control and ±100 the full control effect
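Kinase-Glo Plus luminescence measured ATP left after a 1 h room-temperature reaction. The reaction used 5 nM GALK, 100 uM galactose and 35 uM ATP at pH 8.0 (20 mM HEPES, 5 mM MgCl2, 60 mM NaCl, 1 mM DTT, 0.01% BSA).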
CXXC DNA block – blocks binding of human MLL CXXC domain to DNA; MLL-CXXC / FITC-HOXA9 DNA fluorescence polarization; Potency, µM (series often up to 115 µM), for the others: at the top dose activity change, negative = inhibition, hits mostly inhibitors; hit rate 0.037% among 290,000; AID 2662; active means well fitted inhibition curve with a large enough effect in the polarisation, with a control signal flat, not every such curve was filed as active; inconclusive means small, poorly fitted or top-dose-only effect, or effect the other way, or a change in a side signal; inactive means no such curve, though single readings can be large or run the other way; the % refers to the polarisation; further: potency means the concentration at half of the fitted maximal effect
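Steps: dispense CXXC domain solution (7 uM) → pin compounds or unlabeled HOX-A9 DNA control → 5 min ambient → add FLSN-HOX-A9 solution (50 nM) → spin → 30 min ambient → fluorescence polarization. Tris pH 7.5/NaCl/DTT/BSA buffer.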
a7 integrin act – activators of alpha7 integrin expression for muscular dystrophy. AID 624291. hit rate 0.064% among 350,000. Potency, µM (series often up to 38.3 µM), for inactives: top-dose activation, hits mostly activators. alpha7betagal myoblasts, beta-gal FDG fluorescence, 48 h;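 further: potency means the concentration at half of the fitted maximal effect; 100% = response of the positive control SU9516; nearly all actives have a fitted effect of over 60% in size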
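Alpha7betagal+/- myoblasts (passage 13) were plated 16-24 hr, then exposed to compounds (1:260 dilution of DMSO stock) for 48 hours at 37C. After MPER lysis, β-galactosidase reporter activity was read as FDG fluorescence (ex 480/em 540) after 30 minutes.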
Coupling enz – counter-screen for Giardia aldolase inhibitors: coupling enzyme system. coupling enzyme system counterscreen, AmpLite Red fluorescence. activity change, negative = inhibition, % at 58.2 µM, hits read low. hit rate 0.67% among 290,000. AID 2472; in the data active means activity change below about -30%; further: on the % scale 0 is the no-effect control and ±100 the full control effect
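Counterscreen of the coupled detection system alone, without aldolase: glyceraldehyde-3-phosphate coupling enzymes plus AmpLite Red readout. Compounds at 57.5 uM final, 10 min RT preincubation, 20 min RT reaction, fluorescence 525/598 nm.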
ASM inhibitor – inhibitors of human secretory acid sphingomyelinase. P17405. placental ASM, HMU-PC fluorogenic substrate, 60 min. Potency, µM (titrated, usually from 57.5 µM), inactives show top-dose activity change, negative = inhibition, actives largely listed as inhibitors. hit rate 0.006% among 340,000; further: potency means the concentration at half of the fitted maximal effect
Target sequence (P17405 47-631 limits assumed): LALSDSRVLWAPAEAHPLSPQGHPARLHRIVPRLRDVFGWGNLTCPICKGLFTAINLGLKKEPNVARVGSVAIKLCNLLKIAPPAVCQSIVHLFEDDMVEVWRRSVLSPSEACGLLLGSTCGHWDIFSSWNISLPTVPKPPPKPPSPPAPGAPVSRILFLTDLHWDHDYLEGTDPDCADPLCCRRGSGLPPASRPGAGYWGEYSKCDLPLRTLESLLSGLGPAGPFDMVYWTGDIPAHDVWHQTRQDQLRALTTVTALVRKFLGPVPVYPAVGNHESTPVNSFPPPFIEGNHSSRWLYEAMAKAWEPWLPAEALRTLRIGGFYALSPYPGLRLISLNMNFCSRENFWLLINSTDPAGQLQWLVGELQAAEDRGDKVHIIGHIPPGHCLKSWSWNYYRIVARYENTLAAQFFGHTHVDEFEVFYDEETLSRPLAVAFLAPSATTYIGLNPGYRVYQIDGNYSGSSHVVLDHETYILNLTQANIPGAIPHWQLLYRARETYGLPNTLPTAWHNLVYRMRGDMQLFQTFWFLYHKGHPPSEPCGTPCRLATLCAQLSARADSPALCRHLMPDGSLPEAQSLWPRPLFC
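Fluorogenic HMU-PC substrate (9 uM final) is turned over by placental ASM in 60 min at 37 C after a 10 min compound preincubation. Reaction ended by alkaline stop (pH 10), with fluorescence read at 386/447 nm.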
MBNL1 CUG block – inhibitors of human MBNL1 binding to CUG repeat RNA; Q9NR56; TR-FRET MBNL1-His/biotin-(CUG)12 binding, 665/545 ratio; Potency, µM (top dose mostly 57.5 µM), inactives show at the highest dose activity change, negative = inhibition, actives largely listed as inhibitors; hit rate 0.036% among 280,000; AID 2675; active means well fitted inhibition curve with a large enough effect in the signal ratio, with a control signal flat, not every such curve was filed as active; inconclusive means small, poorly fitted or top-dose-only effect, or effect the other way, or a change in a side signal; inactive means no such curve, though single readings can be large or run the other way; the % refers to the signal ratio; further: potency means the concentration at half of the fitted maximal effect; on the % scale 0 is the no-effect control and ±100 the full control effect
Target sequence (Q9NR56 whole entry, looked up): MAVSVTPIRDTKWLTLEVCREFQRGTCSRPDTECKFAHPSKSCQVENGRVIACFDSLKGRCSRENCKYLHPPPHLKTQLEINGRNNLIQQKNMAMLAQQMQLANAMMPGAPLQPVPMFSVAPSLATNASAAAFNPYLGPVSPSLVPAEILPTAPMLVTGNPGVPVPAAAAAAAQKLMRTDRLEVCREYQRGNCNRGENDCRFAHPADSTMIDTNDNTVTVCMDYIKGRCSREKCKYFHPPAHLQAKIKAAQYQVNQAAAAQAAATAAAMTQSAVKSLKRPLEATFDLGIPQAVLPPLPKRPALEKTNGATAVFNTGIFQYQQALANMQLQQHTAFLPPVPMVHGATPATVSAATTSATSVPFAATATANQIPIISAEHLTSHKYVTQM
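TR-FRET between His-tagged MBNL1 and biotin-(CUG)12 RNA, detected with Tb anti-His antibody (0.055 ng/ul) and streptavidin-XL665 (5 nM), 60 min at room temperature. Compounds titrated 92 nM to 58 uM; 665/545 nm ratio normalized to buffer and complex controls.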
AT treatment – potential ataxia-telangiectasia treatments restoring KAP-1 phosphorylation; […] A-T fibroblasts, KAP-1 phosphorylation AlphaLISA; neocarzinostatin DNA damage 30 min before lysis; Potency, µM (doses to about 57.5 µM), for the others: at the highest dose activation, actives largely listed as activators; hit rate 0.19% among 320,000; AID 485349; further: potency means the concentration at half of the fitted maximal effect; % of control where 0% means no effect; nearly all actives have a fitted effect of over 45% in size
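ATM-like activity read as KAP-1 phosphorylation via AlphaLISA donor/acceptor antibody pairs after lysis and 6 hr at 25C. Cells were ATM-null patient fibroblasts ([…], hTERT), dosed 60 min, then exposed to the DSB inducer NCS for 30 min.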
Active calls of the source: *; u = inconclusive; x = not tested or not shown; [ ] = dose if it differs, or a comment. Unless noted, the call rests on the fitted dose curve; in most records, active means well fitted curve in the direction sought with a large enough effect; inconclusive means small, poorly fitted or top-dose-only effect, or another doubt; inactive means no such curve, though single readings can be large; an effect the other way counts as inactive or inconclusive.

SMILES	TRPV1 ag	KCNH2 3.1 inh	hERG WT inh	GALK inh	CXXC DNA block	a7 integrin act	Coupling enz	ASM inhibitor	MBNL1 CUG block	AT treatment
N#CCSc1nc2ccccc2c(=O)n1CC1CCCC1	u	-2	3	0%	7%	-26%	-2	-4%	2%	-3%
Nc1c(C(=O)Nc2ccccc2F)sc2nc(-c3cccnc3)ccc12	-1	7	2	1%	3%	38%	1	20%	u	11%
O=C(Cn1nnc(-c2ccccc2NC(=O)c2ccccc2)n1)Nc1ccc2c(c1)OCCO2	1	-23	5	-2%	-21%	-17%[7.66 µM]	3	0%	1%	-6%
CCOC(=O)COc1nc(-c2ccc(C)cc2)cc(-c2ccco2)c1C#N	3	-14	-2	5%	-1%	8%	-3	23%	-7%	-7%
Cc1ccc(-c2csc(NC(=O)CCCc3cccs3)n2)cc1	3	17	2	2%	10%	u	-1	-1%	7%	5%
COc1ccc(-n2cnnc2SCC(=O)Nc2ccc(N3CCOCC3)cc2)cc1	-2	7	6	3%	1%	-4%	-1	0%	1%	1%
COc1ccc(CCNC(=O)c2cc3cccc(OC)c3oc2=O)cc1OC	4	9	7	-1%	-2%	20%	4	1%	u	-9%
Cc1ccc(C)c(N2CCN(S(=O)(=O)c3ccc4c(c3)OCCO4)CC2)c1	9	-15	4	1%	7%	-9%	-2	2%	-5%	5%
Cc1cc(OCC(=O)NNC(=O)CCc2ccccc2)ccc1Br	-4	-6	3	-2%	4%	-20%	3	-2%	-1%	-1%
CN1CCC(=O)N([C@H](CO)Cc2ccccc2)CC1	-1	32	4	x	10%	-3%	1	7%	-10%	-7%
CN(C(=O)c1ccc(NC(=O)Cc2cccc(NC(=O)C3CCN(C(=O)C4CC4)CC3)c2)cc1)C1CC1	x	-4	-4	x	x	11%	x	3%	x	x
O=C(c1ccco1)c1n[nH]nc1-c1ccccc1	0	-6	-2	-2%	-1%	6%	1	1%	5%	4%
CN1CCN(C(=O)C2(NC(=O)Nc3ccccc3Cl)CCCCC2)CC1	2	5	0	-1%	-4%	-10%	-1	4%	-15%	-3%
Cc1ccc2nc(Cl)c(C3CC(c4ccco4)=NN3C(=O)CCCC(=O)O)cc2c1 (stereo not given)	-1	-5	-2	-4%	-13%	11%	1	-4%	3%	-4%
CCc1ccc(S(=O)(=O)NCc2csc(C)n2)cc1	-4	-1	-12	x	17%	0%	0	4%	-7%	0%

The closing two entries of the section before come first, to join the parts:
SMILES	TRPV1 ag	KCNH2 3.1 inh	hERG WT inh	GALK inh	CXXC DNA block	a7 integrin act	Coupling enz	ASM inhibitor	MBNL1 CUG block	AT treatment
Cc1ccc2nc(Cl)c(C3CC(c4ccco4)=NN3C(=O)CCCC(=O)O)cc2c1 (stereo not given)	-1	-5	-2	-4%	-13%	11%	1	-4%	3%	-4%
CCc1ccc(S(=O)(=O)NCc2csc(C)n2)cc1	-4	-1	-12	x	17%	0%	0	4%	-7%	0%
COc1ccccc1C(=O)Nn1cnc2ccccc2c1=O	2	-7	-5	6%	1%	16%	1	-2%	0%	2%
CC(C)NC(=O)COc1ccc(OCc2ccccc2)cc1	12	-6	-9	11%	5%	-17%	1	6%	-9%	32%
O=C(c1noc2c1CCCCC2)N1CCOCC1	1	6	23	-2%	-3%	7%	-4	-1%	3%	16%
CCCCn1c(SCC(=O)N2CCOCC2)nc2ccccc2c1=O	u	-12	5	-3%	-2%	-43%	1	2%	-3%	-1%
CN1C(=O)C(O)(CC(=O)/C=C/c2ccco2)c2cc(Br)ccc21 (stereo not given)	-6	10	-4	6%	-4%	-52%[inhibitor]	0	-2%	-14%	-4%
Cc1ccnc2nc(C(=O)OCCOc3cccc(Br)c3)nn12	-4	-3	-2	0%	9%	10%	0	-3%	2%	0%
C#CCNC(=O)C1=C[C@@H](c2csc3ccccc23)C[C@@H](OCc2ccc(CO)cc2)O1	14	5	-4	-5%	-14%	-7%	-1	-5%	3%	12%
Cn1cnnc1SCC(=O)NC1CC1	x	2	-16	x	x	21%	x	0%	x	13%
CCCCSc1oc(-c2ccco2)nc1S(=O)(=O)c1ccccc1	20	-11	9	-3%	-8%	37%	2	-3%	11%	14%
COc1ccc(CN(C(=O)COc2ccccc2)c2ccccc2C(=O)O)cc1	3	-11	-17	-2%	1%	-20%	7	2%	0%	4%
COc1cnc(N(C)C)nc1Sc1cccc(Cl)c1	17	0	1	4%	13%	-35%	-4	97%[activator]	12%	x
COC(=O)c1ccc(OC)c(OC)c1Cl	-4	-28	-2	-2%	-2%	27%	0	4%	-3%	6%
Nc1nc(SCC(=O)c2cccc([N+](=O)[O-])c2)n[nH]1	-8	-4	-1	x	-2%	-15%	1	-5%	u	-2%
CCCn1c(C2CCCN2c2nc(-c3ccc(OC)cc3)cs2)nc2ccccc21 (stereo not given)	14	-23	-4	x	15%	-4%	-3	-15%	47%[activator]	14%
NNc1nnnc2c1sc1nc(N3CCOCC3)c3c(c12)CCCC3	-2	-2	1	x	4%	-54%[inhibitor]	2	-3%	-8%	-8%

Reprinted from the part before: seven entries, followed by the next part.
SMILES	TRPV1 ag	KCNH2 3.1 inh	hERG WT inh	GALK inh	CXXC DNA block	a7 integrin act	Coupling enz	ASM inhibitor	MBNL1 CUG block	AT treatment
CCCCSc1oc(-c2ccco2)nc1S(=O)(=O)c1ccccc1	20	-11	9	-3%	-8%	37%	2	-3%	11%	14%
COc1ccc(CN(C(=O)COc2ccccc2)c2ccccc2C(=O)O)cc1	3	-11	-17	-2%	1%	-20%	7	2%	0%	4%
COc1cnc(N(C)C)nc1Sc1cccc(Cl)c1	17	0	1	4%	13%	-35%	-4	97%[activator]	12%	x
COC(=O)c1ccc(OC)c(OC)c1Cl	-4	-28	-2	-2%	-2%	27%	0	4%	-3%	6%
Nc1nc(SCC(=O)c2cccc([N+](=O)[O-])c2)n[nH]1	-8	-4	-1	x	-2%	-15%	1	-5%	u	-2%
CCCn1c(C2CCCN2c2nc(-c3ccc(OC)cc3)cs2)nc2ccccc21 (stereo not given)	14	-23	-4	x	15%	-4%	-3	-15%	47%[activator]	14%
NNc1nnnc2c1sc1nc(N3CCOCC3)c3c(c12)CCCC3	-2	-2	1	x	4%	-54%[inhibitor]	2	-3%	-8%	-8%
O=C(CCNC(=O)OCc1ccccc1)NC1CCCCCC1	5	-10	-1	0%	5%	17%	-1	4%	-5%	-1%
C/C(=N\NC(=O)c1cccnc1)c1ccc(OC2OCCOC2Oc2ccc(/C(C)=N/NC(=O)c3cccnc3)cc2)cc1 (stereo not given)	-3	-10	1	3%	0%	-25%	1	-3%	-6%	8%
CN1CCC(C(=O)C(=O)O)C1=O (stereo not given)	x	4	-17	x	x	33%	x	-1%	x	x
CCc1nn2c(N(C)CCO)cc(C)nc2c1-c1ccc(F)cc1	13	-6	2	2%	-14%	1%	0	-2%	37%[activator]	-1%
COc1cccc(CNC(=O)CCC2CCCN(C(=O)c3cscn3)C2)c1 (stereo not given)	-3	5	-2	4%	8%	u	3	5%	1%	-1%
COc1ccc(C)cc1N(C(=O)COc1ccccc1)c1nc2ccccc2s1	-1	-74*	u	2%	7%	29%	-4	u	-1%	9%
COc1ccc(N2CCN(S(=O)(=O)c3c[nH]c(=O)[nH]c3=O)CC2)cc1	-2	-23	-3	x	x	-11%	x	-3%	x	-14%
O=C(CN1C(=O)COc2ccccc21)N1CCCc2ccccc21	-1	2	-18	0%	6%	3%	3	1%	-4%	7%
COc1ccccc1OCC(=O)NCCNC(=O)COc1ccccc1OC	2	0	-27	0%	7%	-12%	3	1%	6%	2%
OC(c1ccc(F)cc1)(C1CCCCC1)C(CN1CCOCC1)c1ccccc1 (stereo not given)	26	10	10	-2%	-11%	28%	2	-3%	-6%	0%
COc1cc([N+](=O)[O-])ccc1NC(=S)Nc1cc(C(=O)OC(C)C)cc(C(=O)OC(C)C)c1	18	-13	1	-5%	8%	-18%	2	-1%	33%[activator]	-13%
CCOC(=O)N/N=C/c1c[nH]c2ccccc12	-2	-6	-19	-2%	7%	-15%	-1	-2%	1%	-6%
CCC1CCCCN1C(=O)COc1ccc2c(c1)OCO2 (stereo not given)	6	3	-6	-5%	1%	-19%	x	1%	-1%	10%
COc1ccc(N=N/C(=C\O)C(=O)c2cccs2)cc1	8	11	-5	1%	0%	u	-1	-18%	u	-10%
Cc1onc(-c2ccccc2)c1C(=O)N(Cc1ccccn1)Cc1ccccn1	6	-4	2	0%	-5%	-24%	-6	4%	-10%	4%
COc1ccccc1NCC(=O)NN=C1CCS(=O)(=O)c2ccc(F)cc21	x	-15	-10	x	x	10%	x	-3%	x	2%
